# Bioassay records (PubChem)
# NSD2 inh = inhibitors of human histone methyltransferase NSD2; O96028; NSD2 peptide methylation, AlphaScreen, 120 min; inhibition, % at 12.5 µM; actives 0.54% (n = 310,000); AID 743445; in the data active means inhibition above about 50%
# CAL PDZ FP-1 = blocks peptide binding to human CAL PDZ domain; inhibition, % at 20 µM; actives 0.02% (n = 330,000); AID 504414; purified CAL PDZ, TMR-peptide fluorescence polarization, 1 h;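 active means highest replicate inhibition of at least 40%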;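 further: plate controls were DMSO neutral control wells for no effect and unlabeled competitor peptide control wells for full effect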
#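 System: tagged CAL PDZ domain. Schedule: 1 h room-temperature incubation prior to read. Signal: fluorescence polarization (mP). Measure: percent inhibition from loss of millipolarization.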
# Keap1-Nrf2 PPI = inhibitors of human Keap1-Nrf2 protein-protein interaction; Q14145; actives 0.15% (n = 340,000); Keap1 Kelch-Nrf2 peptide fluorescence polarization, 1536-well; AID 504523; inhibition, % at 9.4 µM; in the data active means inhibition above about 12%;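 further: human Keap1 Kelch domain with fluorescein labeled Nrf2 9mer peptide probe; 0% = neutral control wells and 100% = peptide positive control; higher means more block of Keap1 binding to Nrf2 peptide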
# C-LANA FP = inhibitors of KSHV LANA C-terminal domain DNA binding; MBP-C-LANA/FAM-LBS DNA binding, fluorescence polarization; inhibition, % at 9 µM; actives 0.078% (n = 340,000); AID 504423;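 active means highest replicate inhibition at or above 60% at 9 µM, even if other replicates fall short; inactive means all replicates below 60% inhibition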;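 further: 0% = neutral control wells and 100% = 4 µM acridine orange control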
# Pemphigus Ab inh = human desmoglein-3 autoantibody binding inhibition. P32926. DSG3-coupled beads, scFv-anti-DSG3-GFP binding, flow cytometry; stronger effect = lower value. binding (percent of control), % at 10 µM. actives 0.48% (n = 310,000). AID 588358;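 active means binding more than 3 SD below its plate's average and above zero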;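 further: hits lower antibody fragment binding to DSG3; some compounds called inactive have numbers as strong as hits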
# V-ATPase pH = alters yeast V-ATPase proton transport; S. cerevisiae, pHLuorin cytosolic pH fluorescence; response, % at 10 µM; actives 0.37% (n = 350,000); AID 504577; in the data active means response mostly above about 7.3%, no sharp cut-off; inactive means mostly below about 5.4%; further: actives read high; inactives centre near 0; some compounds called inactive have numbers as strong as hits; reference of the scale not given here
# Arr AP2 block = inhibitors of human beta-arrestin and AP2 interaction; FITC-arrestin peptide / GST-AP2 beads, flow cytometry; AP2 beta2 appendage carries R879A mutation; inhibition, % at 10 µM; actives 0.31% (n = 340,000); AID 504490;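 active means inhibition above a set limit, near 3 SD of compounds lacking own fluorescence, cut at about 54% in these data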;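 further: plate controls were DMSO wells for no effect and 5 µM unlabelled arrestin peptide for full effect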
#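 Material – AP2 appendage R879A on GSH beads · Buffer or medium – PBS with 0.05% Tween 20 and 0.1% BSA · Probe or stimulus – fluorescein-tagged arrestin peptide at 50 nM final · Incubation – compound with beads 12 min RT, then probe 1 h RT · Detection – high-throughput flow cytometry of beads, ex 488, em 535 nm · Evaluation – percent response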
# Cardiac RTF inh = cardiac RTF calcium desensitization. P19429+P45379. inhibition, % at 7.15 µM. actives 0.12% (n = 340,000). IANBD-labeled cardiac RTF, Ca2+ fluorescence;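 active means inhibition above the mean inhibition of all tested compounds plus 3 SD, cut at about 17% in these data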;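 further: assay run at fixed EC70 calcium of 1.6 mM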
# DAGLB inhibitor = blocks human DAGLB lipase activity; Q8NCG7; HEK293T DAGLB membrane lysate, EnzChek fluorogenic substrate; inhibition, % at 5.17 µM; actives 0.059% (n = 340,000); AID 504411; in the data active means inhibition above about 34%;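 further: 0% = enzyme with vehicle and 100% = wells lacking enzyme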
# CAL PDZ FP-2 = CAL PDZ (human) peptide binding inhibition. purified CAL PDZ, TMR-peptide fluorescence polarization, 1 h. inhibition, % at 24.9 µM. actives 0.92% (n = 300,000). AID 602252;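 active means mean inhibition of at least 30% with at least half of replicates also reaching 30%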;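 further: 0% = DMSO neutral control and 100% = excess unlabeled competitor peptide PRC23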
# Active calls of the source: *; / = no result given. Only part of the results is shown; count on the stated rates, not on these rows.
# Results follow in this order: NSD2 inh, CAL PDZ FP-1, Keap1-Nrf2 PPI, C-LANA FP, Pemphigus Ab inh, V-ATPase pH, Arr AP2 block, Cardiac RTF inh, DAGLB inhibitor, CAL PDZ FP-2
Cc1ccc(S(=O)(=O)Nc2cc(C(=O)NCCN(C)C)ccc2N2CCCCC2)cc1
    4, -1.6, 2, 0.0, 103, -4, 15, 4, -1, -2
O=C(NCC1CCCO1)c1cccc(Oc2ccc([N+](=O)[O-])cc2Cl)c1 (stereo not given)
    2, -2.1, -1, -1.0, 105, 0, 1, 4, 4, -1
COc1ccc2[nH]c3c(=O)n(Cc4ccc(C(=O)N5CCC(C(N)=O)CC5)cc4)c(=S)[nH]c3c2c1
    2, 1.6, -1, -1.7, 98, -2, -23, 5, 1, /
Cc1nn(-c2ccccc2)c2c1c(C)c(CCC(=O)NCC1CCCO1)c(=O)n2C (stereo not given)
    3, -2.2, -7, 0.5, 109, -1, 30, -2, -2, 1
COc1ccc(C2C(C#N)=C(N)OC(C(C)(C)C)=C2C#N)cc1OC (stereo not given)
    1, /, -8, -0.4, 102, 1, -2, 6, 0, -5
COc1ccccc1NC(=O)C(C)OC(=O)CCCOc1ccccc1 (stereo not given)
    -7, -1.6, 1, -1.7, 103, 11*, 5, -8, -8, -7
O=C(O)Cn1nc(-c2ccccc2)oc1=O
    -2, 1.1, -2, -1.0, 77, -2, 20, -5, 1, 1
CSCC[C@H](NC(=O)[C@H](Cc1ccccc1)n1c(=O)[nH]c2ccccc2c1=O)C(=O)N1CCC(C(=O)O)CC1
    /, -0.5, -1, 1.2, /, 2, 16, -4, -2, -1
O=C1OCCC1Sc1nnc(-c2ccccc2Br)n1Cc1ccccc1 (stereo not given)
    -2, -1.7, 1, -2.4, 79, 0, 5, -5, -1, -2
Cc1ccccc1C(=O)NC1CC(C)(C)NC(C)(C)C1
    -1, -1.1, -3, -1.5, 97, 2, -3, 5, 1, -2
CCCCCC(=O)N1CCN(S(=O)(=O)c2ccc3c(c2)OCCCO3)CC1
    -1, -1.3, -1, -0.7, 101, 6, -10, -6, -5, 7
CC(C)(C)Nc1nc(Cl)nc(N(C#N)CN2C(=O)c3ccccc3S2(=O)=O)n1
    -1, -0.3, -8, 4.6, 108, -2, 10, -9, -1, -5
COCCN(C(=O)COC(=O)c1ccc2c(c1)OCCO2)c1c(N)n(Cc2ccccc2)c(=O)[nH]c1=O
    -1, -3.1, 1, -0.5, 109, 0, -4, 1, 0, 2
O=C(Nc1cccnc1Cl)C1c2ccccc2Oc2ccccc21
    0, -1.2, 1, 1.7, 111, 2, 7, 1, -2, -1
CCNC(=S)N/N=C/c1cc(Br)cc(Br)c1OC
    0, /, -3, 1.3, 100, 1, 0, 3, -5, -7
CC(=O)N1CCOc2ccc(S(=O)(=O)NCCc3ccc(C)cc3)cc21
    -2, -0.3, 0, 0.9, 97, -5, 10, -1, 0, -3
C#CC[N+](C)(C)CCCCCCCCCCCC
    -1, -0.9, 1, 1.1, 119, 3, 1, 3, 4, -2
C=CCn1c(SCC(=O)C(C)(C)C)nnc1-c1ccccn1
    -1, -0.8, 0, -0.2, 121, 0, 1, -6, -1, -11
O=C(NCC1CCCO1)/C(=C\c1ccco1)NC(=O)c1ccccc1 (stereo not given)
    2, 0.0, -4, 0.8, 97, 6, -7, 2, -1, -4
CCOC(=O)NC(=O)/C(C#N)=C/c1ccc(N(C)C)cc1
    20, -0.5, -25, -11, 102, 6, 0, /, /, -5
COc1ccccc1NS(=O)(=O)c1cccc(NC(=O)C(C)NC(=O)c2ccco2)c1 (stereo not given)
    7, -3.9, -1, -1.2, 97, 1, 6, -6, -1, -4
N#CC1(P(=O)(c2ccccc2)c2ccccc2)CCCC1
    -2, -1.5, -8, -0.8, 115, 0, -4, -10, 1, -1
Cc1ccc(C(=O)COC(=O)CCc2ccc(S(=O)(=O)N3CCCCC3)cc2)cc1
    -4, -3.1, -7, -0.5, 81, -2, 1, -11, -2, 1
N#C/C(=C/c1ccc(N2CCOCC2)o1)C(=O)N1CCOCC1
    7, 0.2, -150, -42, 98, 1, 38, -96, -7, -3
CCCCN1C=C(C(=O)OC)C(c2ccccc2Cl)C(C(=O)OC)=C1
    -12, -2.5, 3, 0.1, 98, 2, 0, -4, -5, 2
Cc1cccc(C)c1NC(=O)Cn1cnc2c(=O)n(C)c(=O)n(C)c21
    0, -0.9, -3, -1.1, 97, 8, 0, -5, -1, -2
O=C(c1ccco1)N1CCN(C/C=C/c2ccccc2)CC1
    3, -0.1, -2, -0.8, 103, 2, 31, -5, -1, -3
Cc1cccc(-n2nnnc2SCn2nnc3ccccc3c2=O)c1
    3, -1.4, -1, 0.5, 100, -5, 8, -1, -1, 0
CC(NC(=O)c1cn(C)c2ccc(S(=O)(=O)N3CCCC3)cc2c1=O)c1ccc2c(c1)OCCO2 (stereo not given)
    4, -1.2, 1, -1.1, 103, -1, 17, -10, 1, 1
C/C(=N/NC(=O)c1ccoc1C)c1ccc(NC(=O)c2ccncc2)cc1
    4, -0.6, -2, 1.4, 98, 2, -6, -6, -1, -5

# (listing goes on)
# Results follow in this order: NSD2 inh, CAL PDZ FP-1, Keap1-Nrf2 PPI, C-LANA FP, Pemphigus Ab inh, V-ATPase pH, Arr AP2 block, Cardiac RTF inh, DAGLB inhibitor, CAL PDZ FP-2
O=C(COc1cccnc1[N+](=O)[O-])Nc1ccc2c(c1)OC(F)(F)O2
    /, 0.0, 1, -0.2, 98, 0, 4, -13, -1, -6
O=C(Cc1cccc2ccccc12)NNC(=O)Nc1cccc(Cl)c1
    -1, -0.6, -3, 0.5, 102, 6, 9, 3, -7, 1
CC1=CC(=C(C#N)c2nc3ccccc3s2)C=C(C)N1CC1CCCO1 (stereo not given)
    3, -0.3, -1, 4.2, 104, 2, 21, 3, 4, 4
COc1ccc(C(C(=O)NC2CCCCC2)N(C(=O)c2ccccn2)c2cccnc2)cc1 (stereo not given)
    /, -1.6, -2, -0.3, 100, -2, -39, -18, 0, -2
CC(=O)Nc1ccc(S(=O)(=O)NC(CC(=O)N(C)Cc2ccccc2)C(C)C)cc1 (stereo not given)
    -2, 0.7, -2, 1.8, 100, -1, 28, 2, -4, -4
CC1(C)CCC(=O)N2CC[C@H]3c4cc5ccccc5nc4C[C@@H]1[C@H]32
    /, -0.6, -2, 1.1, 91, 1, -2, -4, 2, -3
CCOC(=O)C1(Cc2ccccc2)CCN(Cc2cnn(-c3ccccc3)c2)CC1
    /, -1.2, -7, -1.3, 101, 0, 1, 2, -3, -1
Cc1ccc(OCc2nc(-c3ccccn3)no2)cc1
    /, -1.0, 0, 3.6, 86, 7, 31, -5, -3, -1
CCC(=O)N1CCN(c2ccc(NC(=O)COc3ccccc3[N+](=O)[O-])cc2)CC1
    1, -3.4, -3, 0.9, 92, 0, -8, -10, 2, -3
CC(C)(C)OC(=O)CNC(=O)c1nc[nH]c1C(=O)NCc1ccc(CNC(=O)OC(C)(C)C)cc1
    /, 0.2, 1, -0.6, 104, -1, 25, -9, -3, -2
Cc1ccc(COc2ccsc2C(=O)NNC(N)=S)cc1
    -4, -0.8, -3, 0.9, 103, -2, 7, /, /, 1
CC(=O)Nc1cc(-c2nn3c(C)nnc3s2)ccc1C
    /, 0.1, 0, 1.3, 110, -3, -3, -5, 1, 8
NNc1nc2cc3c(cc2s1)OCCO3
    4, -1.2, -3, 0.4, 126, -2, 2, -8, 6, -5
COC(=O)CSC(C(=O)Nc1ccc(C)c(C)c1)c1ccccc1 (stereo not given)
    -4, -1.7, -5, -0.4, 103, 2, -3, -7, -4, -3
CC(=O)N(c1ccccc1)c1nnc(-c2cnc(C)cn2)s1
    14, -1.1, -8, 0.7, 105, 1, 11, 9, -1, -1
Cc1ccc(C(=O)C=CNNC(=O)c2ccccc2)cc1
    5, 0.5, -4, 0.5, 99, 0, 11, 1, 0, -1
Cc1ccc(C(=O)NC(=S)Nc2nc(-c3cccc([N+](=O)[O-])c3)cs2)c(Cl)c1
    9, 0.4, -2, 3.2, 103, 1, 12, -10, -3, 4
Cc1cccc(NC(=O)C(Cc2ccccc2)n2cccc2)c1 (stereo not given)
    -2, -3.2, 1, 0.3, 101, -1, -6, -6, -7, -5
Cc1ccc(-n2ncc(C(=O)N3CCN(C(=O)c4ccco4)CC3)c2C2CCN(C(=O)OC(C)(C)C)CC2)cc1C
    6, -0.4, -2, 0.0, 104, -2, 31, -1, -4, /
Cc1nc(NC(=O)C23CC4CC(CC(C4)C2)C3)sc1Cc1ccc2c(c1)OCO2
    -1, -0.7, 0, -0.5, 110, 6, 14, 1, -7, -2
Cc1nnc(N/N=C/c2c[nH]c3ccccc23)[nH]c1=O
    0, 0.3, 2, -0.1, 86, 2, 36, 4, 2, -2
O=C(c1ccc2c(c1)OCCO2)N(c1ccccn1)C1CCCCC1
    /, -1.0, 2, -1.6, /, -2, 2, -3, -4, 16
Cc1ccc(S(=O)(=O)Nc2cc(C)on2)cc1
    0, -3.4, 2, -1.8, 92, 4, 37, -12, 0, -7
CNC(=S)NNC(=O)c1cccs1
    -5, -1.5, -4, 0.0, 113, 3, -11, -2, -3, -3
CCCCCCCc1nc2c(=O)n(C)c3ccccc3c2o1
    -2, -1.2, 1, 0.1, /, -4, -2, -6, -1, -1
